Screens as filed in PubChem BioAssay.
ARNT TACC3 PPI = disruptors of ARNT/TACC3 protein interaction, primary screen, biochemical, AlphaScreen, single concentration. AID 623870, 2012. Transforming acidic coiled-coil-containing protein 3 (Homo sapiens), Q9Y6A5. 390,000 compounds, 0.66% hits. AlphaScreen His-ARNT PAS-B/GST-TACC3 binding, luminescence; TACC3 fragment carries E629A point mutation. inhibition, % at 9.99 µM;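 active = mean inhibition of replicates at least 50% and at least half of replicates each reaching 50%; inconclusive = half or more replicates reach 50% but mean below 50%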;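 also: 0% = complete ARNT plus TACC3 wells and 100% = ARNT alone without TACC3; many hits fall short of the cut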
Casp6 inh = human caspase-6 inhibitors, primary screen, biochemical, VEID-R110 fluorescence, single point, set 2; AID 686996, 2013; P55212; 350,000 compounds, 0.53% hits; inhibition, % at 12.5 µM; purified caspase-6, Z-VEID-R110 cleavage fluorescence;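 active = mean inhibition across replicates at least about 35%, with every replicate also reaching that limit, limit read from the data; inconclusive = only one of the two criteria met; inactive = neither criterion met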;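 also: 0% = median of neutral control wells and 100% = no fluorescence left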
Target sequence (P55212 24-179 limits assumed): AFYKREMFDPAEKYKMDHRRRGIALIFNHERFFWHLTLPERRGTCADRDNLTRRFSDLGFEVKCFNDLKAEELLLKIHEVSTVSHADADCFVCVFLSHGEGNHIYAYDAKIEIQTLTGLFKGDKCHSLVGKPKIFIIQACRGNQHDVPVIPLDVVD
Target sequence (P55212 194-293 limits assumed): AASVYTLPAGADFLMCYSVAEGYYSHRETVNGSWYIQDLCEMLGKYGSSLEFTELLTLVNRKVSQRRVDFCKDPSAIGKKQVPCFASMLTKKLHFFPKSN
RAD52 inh = RAD52 DNA annealing inhibitors, primary screen, biochemical, FRET, single point, set 2; AID 651710, 2012; DNA repair protein RAD52 homolog (Homo sapiens), P43351; recombinant RAD52 DNA annealing, FRET fluorescence; 360,000 compounds, 0.46% hits; inhibition, % at 18.7 µM;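 active = every replicate showing at least 50% inhibition; inconclusive = mean inhibition at least 50% but not in every replicate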
RAD54 inh = inhibitors of human RAD54 branch migration, primary screen, biochemical, fluorescence, single point; 360,000 compounds, 0.14% hits; inhibition, % at 10.4 µM; DNA repair and recombination protein RAD54-like (Homo sapiens), Q92698; RAD54 Holliday junction branch migration, FAM/BHQ fluorescence; AID 602329, 2012;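 active = mean normalized replicate activity at least 40 and at least half of replicates scoring 40 or more; inconclusive = only one of the two criteria met; inactive = mean below 40 and under half of replicates reaching 40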;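 also: 0% = median of neutral control wells and 100% = median of positive control wells; inhibitors cause a drop in the FAM fluorescence signal; in these data hits start at about 50%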
E-selectin induc = E-selectin induction in HUVECs, primary screen, imaging, HUVEC, immunofluorescence imaging, single point; P16581; normalized: neutral wells 0, TNF-alpha wells 100; activation, % at 7.58 µM; 260,000 compounds, 0.37% hits;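 active = mean E-selectin-positive cell signal at least 10% of the positive control, reached in at least 60% of replicates, without over 20% cell loss; inconclusive = no rule given, readout overlaps actives, possibly toxicity-flagged; inactive = the rest, including those meeting only one limit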;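 also: in these data hits start at about 27%; measured in HUVEC primary endothelial cells; signal is the percent of cells scored E-selectin positive by PE staining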
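material = human umbilical vein endothelial cells (HUVEC), E-selectin induction | quantity = 3,000 cells/well | medium = EGM-2 growth medium on 0.1% gelatin-coated wells | technique = immunofluorescence imaging | read-out basis = % PE-positive cells | control set = TNF-alpha positive control, DMSO neutral control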
esBAF inh = Bmi1 luciferase reporter increase in mESCs, primary screen, esBAF inhibitor project, mouse ES cells, Bmi1 luciferase knock-in, single point; 24 h; 100% = twice the neutral-well signal; 350,000 compounds, 2% hits; reporter increase, % at 12.5 µM; AID 602393, 2012; in the data active = activation above about 40%; inconclusive = no clear call, values can overlap the other calls;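 also: 0% = median of the plate's neutral control wells and 100% = double that signal; a rise in the Bmi1 reporter signal indicates esBAF inhibition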
PglD inh = C. jejuni PglD acetyltransferase inhibitors, primary screen, biochemical, DTNB colorimetric, single point | UDP-N-acetylbacillosamine N-acetyltransferase PglD (Campylobacter jejuni) | purified PglD enzyme, DTNB colorimetric CoA detection | inhibition, % at 12.5 µM | 360,000 compounds, 0.098% hits | AID 602405, 2012; in the data active = inhibition above about 16%, passing the limit was not always enough; inconclusive = no clear call, values can overlap the other calls; also: strong numbers were not always called active
ERp5 block = inhibitors of ERp5-driven insulin aggregation, primary screen, biochemical, turbidity, absorbance 650 nm, single point; inhibition, % at 9.99 µM; AID 651711, 2012; 350,000 compounds, 0.05% hits; 90 min; Protein disulfide-isomerase A6 (Homo sapiens), Q15084;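 active = mean replicate inhibition above about 25%, with every replicate also reaching it, limit read from the data, passing the limit was not always enough; inconclusive = only one of those two criteria met; inactive = neither criterion met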
Target sequence (Q15084 whole entry, looked up): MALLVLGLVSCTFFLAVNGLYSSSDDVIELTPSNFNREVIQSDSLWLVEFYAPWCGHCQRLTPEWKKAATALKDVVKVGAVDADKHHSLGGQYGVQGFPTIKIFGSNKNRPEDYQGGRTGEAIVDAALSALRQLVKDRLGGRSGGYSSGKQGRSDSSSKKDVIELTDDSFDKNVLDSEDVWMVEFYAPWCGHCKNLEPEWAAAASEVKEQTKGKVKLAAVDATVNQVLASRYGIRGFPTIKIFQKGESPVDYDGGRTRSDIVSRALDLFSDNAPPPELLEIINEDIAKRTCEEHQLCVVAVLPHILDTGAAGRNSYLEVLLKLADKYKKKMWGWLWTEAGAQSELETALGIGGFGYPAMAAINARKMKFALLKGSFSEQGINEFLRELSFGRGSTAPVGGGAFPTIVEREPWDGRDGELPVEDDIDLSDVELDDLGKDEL
* marks the source's active call; other numbers are inactive results; ? = inconclusive; nt = no result given. Random draw from the library; overall some 3.2% were active at least once.

SMILES	ARNT TACC3 PPI	Casp6 inh	RAD52 inh	RAD54 inh	E-selectin induc	esBAF inh	PglD inh	ERp5 block
CCCNC(=O)c1cc(C2CCCN(C(=O)c3cc(F)ccc3C)C2)on1 (centres undefined)	nt	-1	-12	-5	0.0	-4	-5	2
Cc1nc(C(F)(F)F)ccc1C(=O)N1CCC1(C)C(=O)NS(=O)(=O)c1ccc(C(C)(C)C)cc1 (centres undefined)	nt	4	-16	13	-1.0	-4	-2	5
COc1ccc(/C=C/C(=O)NC2CCCCCC2)cc1S(=O)(=O)N1CCOCC1	0	-1	-7	nt	nt	nt	nt	-2
COC(=O)c1cc(C#N)c(OC)nc1C	-6	1	-16	nt	nt	nt	nt	3
CCOC(=O)C1CCN(CCC(=O)Nc2cccc(C)c2)CC1	2	-3	-12	nt	?	nt	nt	4
C[C@@H]1CN([C@H](C)CO)C(=O)c2cc(NC(=O)Nc3ccc4c(c3)OCO4)ccc2O[C@@H](C)CCCCO[C@H]1CN(C)Cc1ccc2c(c1)OCO2	14	-2	17	6	nt	-4	0	0
Cc1ccc(CCNC(=O)c2nnn(-c3cccc(C)c3)c2N)cc1	-10	nt	nt	-4	nt	8	-5	nt
COc1ccc(-c2csc(NCCc3nc4cc(Cl)c(N5CCCCC5)cc4n3CCOCCO)n2)cc1	2	-2	-54	0	0.1	-21	3	6
NC(=O)COC(=O)c1cc([N+](=O)[O-])ccc1NCCO	0	5	-4	6	4.0	3	-2	-11
COc1ccc(-n2nc(C(=O)N3CCCCC3)c(C)c(C#N)c2=O)cc1	-2	3	-5	nt	nt	nt	nt	2
O=C1CC(c2ccco2)CC(O)=C1C=NCCN1CCNCC1 (centres undefined)	-1	nt	nt	8	-1.4	2	0	nt
O=C(C[C@H]1CC[C@@H](NC(=O)c2ccccc2)[C@H](CO)O1)NCc1ccc(Oc2ccccc2)cc1	-1	2	2	7	0.1	9	5	5
CCOc1ccc(NC(=O)CN(C)C(=O)Cc2n[nH]c(=O)c3ccccc23)cc1OCC	0	29	-2	1	9.7	0	0	1
CCNC(=O)C1CCCN(C(=O)c2ccc3c(c2)OCO3)CC1 (centres undefined)	nt	0	-2	-4	-0.1	0	-1	1
CO[C@H]1CN(C)C(=O)c2ccc(NS(=O)(=O)c3cccc(F)c3)cc2OC[C@@H](C)NC[C@@H]1C	-7	1	-5	8	2.0	-2	-2	9
O=C(NCc1ccccc1F)C1CC(=O)N(Cc2ccco2)C1 (centres undefined)	nt	0	-8	2	0.0	2	2	5
C[C@H]1CN([C@@H](C)CO)C(=O)Cc2cc(N(C)C)ccc2O[C@H]1CN(C)C(=O)NC1CCCCC1	nt	1	-4	0	-0.2	5	0	5
COc1ccccc1C(=O)Nc1ccc(OCC(=O)N2CCCCC2)cc1	nt	3	-3	nt	-0.9	31	nt	2
C[C@@H]1CCCCO[C@@H](CN(C)S(=O)(=O)c2ccccc2)[C@H](C)CN([C@@H](C)CO)C(=O)c2cc(NC(=O)Nc3cccc4ccccc34)ccc2O1	-24	-3	-10	-6	nt	8	2	-8
O=C(CNC(=O)c1ccc(Cl)cc1)N/N=C/C=C/c1ccccc1	-1	-1	-11	nt	-1.1	nt	nt	3
COc1ccc(CN2CCNC(=O)C2CC(=O)NC2CCC2)c(OC)c1 (centres undefined)	-2	-5	-3	1	0.2	7	-9	8
N#Cc1ccc(C(=O)N2CCC3CC2c2cc(-c4ccccc4)ccc23)cc1 (centres undefined)	-2	0	-5	-10	-0.2	-2	-1	-3
C[C@H](CO)N1C[C@H](C)[C@H](CN(C)C(=O)NC2CCCCC2)Oc2c(NC(=O)c3cnccn3)cccc2C1=O	-2	-1	1	4	-0.1	2	-1	-4
COc1ccccc1-c1cnc2c(c1)C(=O)N([C@@H](C)CO)C[C@@H](C)[C@@H](CN(C)C(=O)CC1CC1)O2	-2	-1	11	3	0.0	1	3	3
COc1ccc(OCC(=O)N/N=C\c2ccco2)cc1	2	2	-14	nt	nt	nt	nt	1
Cc1cc(C)nc(N(C#N)CN2C(=O)c3ccccc3C2=O)n1	4	4	-18	-8	nt	1	-7	3
CC1(C(=O)NS(=O)(=O)c2cccc(OC(F)F)c2)CCN1C(=O)C1CCCCC1 (centres undefined)	nt	3	-26	6	-0.3	-7	1	2
Cc1ccccc1S(=O)(=O)Cc1ccc(C(=O)NCCc2ccccc2)o1	-9	3	-3	nt	0.0	nt	nt	2
C/C=C/c1ccc2c(c1)O[C@@H](CN(C)CC1CCOCC1)[C@H](C)CN([C@H](C)CO)S2(=O)=O	nt	nt	nt	2	-0.3	0	0	nt
COc1ccc(-c2cc(C(=O)OCC(=O)N3CCOCC3)c3ccccc3n2)cc1	-6	-1	-17	4	0.6	35	-4	-1
CC(=O)Nc1ccc(S(=O)(=O)Nc2ccc(N3CCCCC3)cc2)cc1	14	0	5	-1	3.5	-68	2	-1
O=C(c1sc2ccccc2c1Cl)N(Cc1ccccc1Cl)C1CCS(=O)(=O)C1 (centres undefined)	3	nt	nt	4	nt	-2	4	nt
C[C@@H]1CN([C@H](C)CO)C(=O)Cc2cc(NS(=O)(=O)c3ccccc3)ccc2O[C@@H]1CN(C)CC1CC1	12	-2	16	18	nt	0	6	2
CC=Cc1ccc2n(c1=O)C[C@H]1[C@H](CO)[C@@H](C(=O)N3CCCCC3)N(CC3CC3)[C@@H]21 (mixture of isomers)	0	1	-16	-6	0.2	0	3	-2
C[C@@H]1CN([C@@H](C)CO)C(=O)c2cc(NC(=O)Cc3ccccc3)ccc2O[C@H]1CN(C)S(=O)(=O)c1cn(C)cn1	-3	1	10	6	0.0	3	0	7
COc1ccc(-c2onc3ccc(C(C)=O)cc23)cc1	7	2	-238	nt	-0.2	nt	nt	4
Cc1cccc(Nc2nccc(N(C)C)c2C#N)c1	nt	1	-10	-2	nt	nt	2	?
C[C@@H]1CN([C@@H](C)CO)C(=O)CCCn2cc(nn2)CO[C@@H]1CN(C)Cc1ccc(O)cc1	-2	2	1	4	0.0	-5	-3	0
Cc1cccc(-n2ncc3c(N)ncnc32)c1	16	1	-1	1	nt	27	-5	11
CCOc1ccc(CCNC(=O)CCc2nc(-c3ccc(OC)cc3)no2)cc1OCC	1	nt	nt	4	nt	0	-2	nt
Cc1ccc(CNC(=O)CNS(=O)(=O)c2ccc3c(c2)C(C)(C)C(=O)N3C)cc1	-3	-1	-13	-1	0.0	-8	4	-8
CCOc1ccc(C(C(=O)NCCOC)N(CCOC)C(=O)CCC(=O)Nc2ccccn2)cc1 (centres undefined)	-2	2	1	6	0.0	-1	4	3
CCOC(=O)N1CCC(NC(=O)c2ccc3c(c2)N=C(C)c2c(C)ccc(C)c2S3)CC1	nt	6	-5	-1	nt	-26	2	7
Cc1ccc(S(=O)(=O)NNC(=O)c2cc(C)c(C)cc2N)cc1	-1	0	-11	nt	-0.1	nt	nt	2
O=C(O)c1ccc(Cl)c(N2C(=O)Nc3ccccc3N2O)c1	-1	4	-11	nt	nt	nt	nt	-5
COCC#Cc1cnc2c(c1)C(=O)N([C@H](C)CO)C[C@H](C)[C@@H](CN(C)C(=O)c1cccnc1)O2	-1	0	6	-5	0.0	3	3	-3
CCS(=O)(=O)NCC[C@@H]1CC[C@@H](NC(=O)C2CCC2)[C@@H](CO)O1	-7	-2	-14	2	-0.1	-3	-2	7
Cc1cccc(NS(=O)(=O)c2cc(C(=O)OC(C)C(=O)NCc3ccc4c(c3)OCO4)ccc2C)c1 (centres undefined)	-5	0	-14	6	14	nt	2	-2
Cc1ccccc1C(=O)NC(C)c1ccc2c(c1)CCCC2 (centres undefined)	-3	nt	nt	0	nt	2	-4	nt
O=C1C(Cl)=C(Nc2ccccc2O)C(=O)N1c1ccccc1	10	nt	nt	-2	nt	7	-4	nt
COc1ccc2oc(C(=O)N(C)CCOc3ccccc3)c(C)c2c1	-21	-86	-29	1	-1.5	nt	-7	7
C[C@@H]1CN([C@@H](C)CO)C(=O)c2cc(NC(=O)c3ccncc3)ccc2O[C@@H](C)CCCCO[C@@H]1CN(C)Cc1ccncc1	-5	1	-6	-5	0.2	nt	-3	-2
COc1ccc(C2=Nn3c(nnc3-c3ccccc3OC)SC2)cc1OC1CCCC1	20	nt	nt	5	nt	-25	5	nt
C[C@@H]1CN([C@H](C)CO)C(=O)c2cccc(NS(C)(=O)=O)c2O[C@H]1CN(C)S(=O)(=O)c1cccs1	-1	-7	13	2	0.0	-2	18	3
CCOc1ccc2nc(CN3CCN(Cc4ccsc4)C(CCO)C3)ccc2c1 (centres undefined)	1	-1	-26	1	4.5	-16	-1	7
O=C(Nc1ccc(O)cc1)c1c(O)c2c([nH]c1=O)CCCC2	-5	1	2	nt	nt	nt	nt	3
COc1ccc(NC(=O)CSc2nc3ccccc3c(=O)n2CCCO)cn1	1	1	-22	-6	-0.6	0	-1	0
CN1C(=O)c2cc(NC(=O)C3CCCCC3)ccc2OC[C@@H]2O[C@@H](CC(=O)NC3CCCC3)CC[C@H]21	-4	-1	-7	0	-0.2	-1	3	31*
C[C@@H]1CN([C@@H](C)CO)C(=O)c2cccc(NC(=O)NC3CCCCC3)c2O[C@@H]1CN(C)S(=O)(=O)c1ccc(Cl)cc1	-4	2	-24	5	0.0	-1	-5	-4
Cc1ccc(S(=O)(=O)N2CCC(=O)N(CCOC(=O)Nc3cccc(Cl)c3)CC2)cc1	0	4	-11	12	-0.2	23	0	2

Single values from the entries so far.
Result of `COc1ccc(CN2CCNC(=O)C2CC(=O)NC2CCC2)c(OC)c1` (centres undefined) under RAD52 inh: -3
Result of `CN1C(=O)c2cc(NC(=O)C3CCCCC3)ccc2OC[C@@H]2O[C@@H](CC(=O)NC3CCCC3)CC[C@H]21` under PglD inh: 3

Later entries.
SMILES	ARNT TACC3 PPI	Casp6 inh	RAD52 inh	RAD54 inh	E-selectin induc	esBAF inh	PglD inh	ERp5 block
CCC(C)(C(=O)Nc1ccc2c(c1)OCCO2)N(C(C)=O)c1ccc(C(N)=O)cc1 (centres undefined)	-24	nt	nt	-8	nt	8	5	nt
Cc1ccc(CN2CCC[C@]3(N[C@H](c4ccc(C)cc4)[C@@H]4C(=O)N(Cc5ccccc5)C(=O)[C@@H]43)C2=O)cc1	nt	10	-5	10	nt	0	3	6
COc1ccc(CNC(=O)C[C@H]2C[C@@H]3c4cc(NC(=O)CN(C)C)ccc4O[C@@H]3[C@@H](CO)O2)cc1	-3	2	7	4	-0.5	4	6	0
COc1cccc(-c2cccc(-c3nc(C(=O)NCCCN4CCOCC4)cc4c3[C@H](CCO)N(S(=O)C(C)(C)C)C4)c2)c1 (some centres undefined)	nt	1	-23	3	0.0	2	-4	-3
COC(=O)c1sc(NC(=O)C2CCCO2)c(C(=O)OC)c1C (centres undefined)	8	nt	nt	-5	nt	0	0	nt
